ssDAF12 agonist: S. stercoralis DAF-12 activation, primary screen; HEK293 ssDAF-12/GRIP1 lit1-tk-luc reporter, luminescence; % of 3 µM dafachronic acid response; AID 652126; actives 1% (n = 370,000); activation, % at 6.8 µM;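 active = activation above the mean over all tested compounds plus 3 SD, cut at about 0.9% in these data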;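 note: 0% = DMSO-only wells and 100% = 3 µM delta7-dafachronic acid wells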
SMARCA2 activ: activators of SMARCA2 function | actives 1% (n = 370,000) | MG213 cells, MMTV-luciferase reporter, dexamethasone, overnight | activation, % at 9.1 µM | AID 652017; in the data active = activation above about 7.8%;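 note: 0% = vehicle wells and 100% = reference activator wells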
hgDAF-12 ag: agonists of H. glycines DAF-12 nuclear receptor | AID 687014 | actives 1.8% (n = 370,000) | HEK293 GAL4-hgDAF12 UAS-luciferase reporter, agonist luminescence; normalized to butyrate control | activation, % at 6.8 µM;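 active = activation above a cutoff set at the mean of all screened compounds plus 3 SD, cut at about 10% in these data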;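 note: 0% = DMSO wells and 100% = sodium butyrate wells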
PG9 Ab binder: small molecules binding HIV-1 gp120 antibody PG9; inhibition, % at 6.7 µM; actives 0.43% (n = 360,000); TR-FRET gp120-PG9 antibody binding; AID 624416; in the data active = inhibition above about 8.5%
NPR1 activator: GC-A (human) enzyme activation; P16066; HEK293 GC-A cells, cGMP TR-FRET, EC30 ANP; 0% at EC30 ANP, 100% saturating ANP; activation, % at 10 µM; actives 0.14% (n = 370,000); in the data active = activation above about 40%
ADAM10 inh: inhibits human ADAM10; O14672; recombinant ADAM10, EDANS/DABCYL FRET peptide cleavage, 3 h; inhibition, % at 7 µM; actives 0.62% (n = 370,000); AID 720582;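 active = inhibition above a per-campaign cutoff equal to the mean of compounds falling between control-based bounds plus 3 SD, cut at about 20% in these data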;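 note: 0% = DMSO wells while the 100% control is not disclosed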
Target sequence (O14672 214-748 limits assumed): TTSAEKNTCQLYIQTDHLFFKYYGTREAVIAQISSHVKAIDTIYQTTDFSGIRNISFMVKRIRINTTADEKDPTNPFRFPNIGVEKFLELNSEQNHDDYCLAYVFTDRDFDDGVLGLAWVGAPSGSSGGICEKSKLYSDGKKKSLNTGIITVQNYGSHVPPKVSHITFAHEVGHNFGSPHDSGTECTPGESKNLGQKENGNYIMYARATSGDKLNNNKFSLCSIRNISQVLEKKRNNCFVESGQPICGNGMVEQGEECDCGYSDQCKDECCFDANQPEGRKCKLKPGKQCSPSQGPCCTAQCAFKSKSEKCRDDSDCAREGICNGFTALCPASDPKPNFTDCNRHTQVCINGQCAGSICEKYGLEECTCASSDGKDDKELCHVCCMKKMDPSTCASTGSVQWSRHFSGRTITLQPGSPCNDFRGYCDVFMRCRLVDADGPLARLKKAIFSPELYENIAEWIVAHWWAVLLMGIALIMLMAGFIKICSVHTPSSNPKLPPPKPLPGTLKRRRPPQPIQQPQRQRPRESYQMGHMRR
FXN GAA850 act: frataxin GAA850 promoter activation. actives 0.56% (n = 360,000). HEK293 lucGAA850 FXN promoter luciferase reporter, 24 h; percent of 10 µM SAHA response. activation, % at 6 µM. AID 540364;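 active = activation above the average of all compounds screened plus 3 SD, cutoff fixed separately per campaign, cut at about 7.5% in these data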;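 note: 0% = DMSO wells and 100% = 10 µM SAHA wells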
DAX1 inh-1: NR0B1 (DAX1) inhibition; P51843; HEK293 Gal4-DAX1 luciferase reporter, luminescence; inhibition, % at 6.75 µM; actives 0.99% (n = 340,000); AID 504766;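 active = inhibition above the mean over all tested compounds plus 3 SD, cut at about 4.2% in these data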;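 note: 0% = DAX1-transfected cells with DMSO and 100% = empty-vector control cells with DMSO; inhibition shows as a rise in luminescence from relieved DAX1 repression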
Target sequence (P51843 207-470 limits assumed): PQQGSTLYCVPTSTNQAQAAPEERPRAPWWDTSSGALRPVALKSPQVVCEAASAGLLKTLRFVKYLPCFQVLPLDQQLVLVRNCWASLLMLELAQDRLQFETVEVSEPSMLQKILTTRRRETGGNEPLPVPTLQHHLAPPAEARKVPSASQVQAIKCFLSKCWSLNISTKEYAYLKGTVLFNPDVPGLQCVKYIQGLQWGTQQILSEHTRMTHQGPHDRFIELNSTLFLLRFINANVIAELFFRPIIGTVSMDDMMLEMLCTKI
DAX1 inh-2: inhibitors of DAX1 repression of SF-1 activated StAR promoter; inhibition, % at 6.8 µM; actives 1.1% (n = 370,000); HEK293T StAR-luciferase reporter, SF-1/DAX-1 repression relief; AID 652010;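 active = inhibition above the mean over all tested compounds plus 3 SD, cut at about 3.6% in these data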;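 note: 0% = DAX-1 cells with DMSO and 100% = cells lacking DAX-1 with DMSO; higher inhibition means more luminescence from relief of DAX-1 repression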
hcDAF12 agonist: H. contortus DAF-12 activation, primary screen. HEK293 hcDAF-12 lit1-tk-luc reporter, luminescence; 0% DMSO, 100% Δ7-dafachronic acid. actives 1.4% (n = 370,000). activation, % at 6.8 µM;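 active = activation above the mean of all tested compounds plus 3 SD, cut at about 5.5% in these data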;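 note: 100% = response to 3 µM Δ7-dafachronic acid high control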
ADAM17 inh: inhibitors of human ADAM17; P78536; recombinant ADAM17, EDANS/DABCYL FRET peptide cleavage; inhibition, % at 6.95 µM; actives 0.83% (n = 370,000);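 active = inhibition above the mean of compounds lying between control limits plus 3 SD, set per campaign, cut at about 8.5% in these data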;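 note: 0% = DMSO-only wells as the low control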
* marks the source's active call; other numbers are inactive results; . = no result given.

SMILES	hcDAF12 agonist	ssDAF12 agonist	PG9 Ab binder	ADAM17 inh	FXN GAA850 act	ADAM10 inh	SMARCA2 activ	hgDAF-12 ag	DAX1 inh-2	NPR1 activator	DAX1 inh-1
Cn1c(CN2CCCC(C(=O)c3ccc4c(c3)OCO4)C2)nc2ccccc21 (centres undefined)	0.8	-1.2	-0.2	-1	1.0	7	-4	-0.5	-0.2	-7	0.5
COc1ccc(OCCC(=O)OCC(=O)NCc2ccco2)cc1	-1.9	-1.0	-0.8	-6	-1.1	-3	-1	-1.4	0.7	1	-0.7
O=C(Nc1cccc(Cl)c1)c1ccccc1NC(=O)C1CCCCC1C(=O)O (centres undefined)	1.6	0.1	0.1	-23	3.7	-71	3	11*	0.1	1	1.4
NNC(=S)NC1CC2CC1C1C=CCC21 (centres undefined)	-2.1	-1.1	-0.5	-1	-6.7	-7	-4	-3.6	0.1	5	0.5
CC1C=CC=CCCC=CC=CC=CC=CC(OC2O[C@H](C)[C@@H](O)[C@H](N)[C@@H]2O)CC(O)C(C(=O)O)C(O)CC(=O)CC(O)C(O)CCC(O)CC(O)CC(O)CC(=O)OC(C)C(C)C1O (some centres undefined)	-1.2	-1.2	.	-9	.	-29	-2	0.7	-0.6	3	.
O=C(COc1ccc(F)cc1)Nc1ccccc1N1CCOCC1	-0.8	-0.8	-1.4	-2	-1.0	0	-1	-0.4	-0.1	1	-0.1
COc1ccc(C(=O)C/C(=C\C(=O)c2ccc(C)cc2)c2ccccc2)cc1	-1.3	-1.1	0.4	-2	-1.1	-11	-2	0.2	0.0	-2	-0.2
CCN(CC)S(=O)(=O)c1ccc(NS(=O)(=O)c2ccc(OC)c([N+](=O)[O-])c2)cc1	0.1	-0.9	-0.8	0	2.8	7	0	-2.1	0.3	0	1.3
COCCCNC(=O)Cn1c(=O)oc2cc(S(=O)(=O)N3CC(C)CC(C)C3)ccc21 (centres undefined)	-0.9	-1.5	0.0	0	-1.2	-2	-1	-1.9	-2.1	2	0.0
O=S1(=O)N=C(Nc2ccc(N3CCOCC3)cc2)c2ccccc21	-0.3	-1.0	-4.2	3	0.0	3	3	1.3	0.6	0	1.7
CCN(CC)C(=S)NC(=O)c1ccc(Cl)cc1Cl	-1.0	-2.0	-0.5	5	0.2	-7	-2	1.7	-0.1	-1	-0.8
COc1ccc(Nc2nc(-c3ccccc3)c(C(=O)Nc3cccnc3)s2)cc1	-2.1	-1.5	-0.8	-18	-0.6	-72	-2	-0.3	1.5	-2	-1.6
CCCCN(C)C(=O)c1cn(C(C)c2ccccc2)nn1 (centres undefined)	-0.5	-1.4	.	-3	.	-7	-4	2.9	0.1	1	.
CN(C)C1=NCCN1CCCC1CCCC1	-1.0	-1.0	-3.7	2	-2.0	1	0	0.3	0.2	1	2.3
CCOc1cccc(NC(=O)c2ccc(S(=O)(=O)N(C)C)cc2)c1	-1.5	-2.0	0.6	-1	-0.2	-2	-3	-1.8	-0.8	-2	-1.0
CCS(=O)(=O)c1ccc(C(=O)Nc2ccccc2)c(Cl)c1Cl	-2.0	-1.6	-0.8	-6	-3.8	8	-1	-3.1	-0.9	-2	-0.7
O=C1CC(c2ccccc2)Sc2ccccc2N1 (centres undefined)	2.9	-0.3	-0.3	5	5.4	10	-1	2.4	0.6	2	0.0
Cc1cccc(NC(=O)c2cccc(S(=O)(=O)NCc3ccccc3)c2)n1	-0.9	-0.8	-0.8	1	0.4	-3	-2	-2.2	0.7	-1	-2.0
COc1ccc(C2C(C(=O)Nc3ccccc3OC)=C(C)Nc3nnnn32)c(OC)c1 (centres undefined)	-1.5	-1.3	-0.6	0	-3.8	-2	2	-0.8	0.3	-4	1.2
COCCNc1nnc(SCC(=O)N(C)c2c(N)n(Cc3ccccc3)c(=O)[nH]c2=O)s1	1.0	-0.4	-0.6	-4	0.7	-13	-1	3.4	0.1	-1	1.1

Two of the compounds above, with values under each structure:
Values run as follows: hcDAF12 agonist, ssDAF12 agonist, PG9 Ab binder, ADAM17 inh, FXN GAA850 act, ADAM10 inh, SMARCA2 activ, hgDAF-12 ag, DAX1 inh-2, NPR1 activator, DAX1 inh-1
- COCCCNC(=O)Cn1c(=O)oc2cc(S(=O)(=O)N3CC(C)CC(C)C3)ccc21 (centres undefined)
  -0.9, -1.5, 0.0, 0, -1.2, -2, -1, -1.9, -2.1, 2, 0.0
- CCOc1cccc(NC(=O)c2ccc(S(=O)(=O)N(C)C)cc2)c1
  -1.5, -2.0, 0.6, -1, -0.2, -2, -3, -1.8, -0.8, -2, -1.0

(next part)
SMILES	hcDAF12 agonist	ssDAF12 agonist	PG9 Ab binder	ADAM17 inh	FXN GAA850 act	ADAM10 inh	SMARCA2 activ	hgDAF-12 ag	DAX1 inh-2	NPR1 activator	DAX1 inh-1
OCCC1CN(Cc2cccn2-c2ncccn2)CCN1C1CCCC1 (centres undefined)	0.9	-1.0	0.3	-12	0.2	-18	1	-4.7	0.6	-3	1.9
Cc1ccc(-c2noc(-c3ccccc3C(=O)N3CCOCC3)n2)cc1	0.0	-1.5	0.3	3	3.1	-11	-1	-1.0	-1.0	1	-1.0
CC(C)C12CN3CC(C(C)C)(CN(C1)C3c1ccccc1)C2O (centres undefined)	-0.5	-1.5	1.0	0	-4.3	2	1	0.2	0.1	-2	0.7
CCOC(=O)Cc1nnc(Nc2ccc(C)cc2C)c2ccccc12	-0.5	-1.8	-1.2	-6	0.3	-10	-5	0.2	-0.1	2	2.4
O=C(OCC(=O)N1CCCCC1)c1c[nH]c(=O)[nH]c1=O	1.0	-0.9	1.4	-4	2.7	-9	-3	0.3	0.0	0	0.0
Cc1cc(Br)cn2c(CC(C)(C)C)c(-c3cccc(Cl)c3)nc12	0.7	-0.3	4.1	-4	.	-15	-4	-2.3	0.2	-7	.
Cc1ccc(C(=O)N/C(=C/c2ccc(F)cc2)C(=O)NCc2ccncc2)cc1	-0.8	-2.0	-2.0	2	2.8	4	4	1.0	-0.4	3	0.1
COc1ccc2[nH]c3c(c2c1)CCN1C(=O)C(CC(=O)NCCCN(C)C)C[C@H](C(=O)N(C(C)C)C(C)C)[C@@]31C (some centres undefined)	2.5	-1.0	0.7	0	1.1	3	1	-0.8	1.0	-1	-0.9
CCOC(=O)C1(Cc2ccccc2)CCCN(C(=O)c2cnn(CC)c2)C1 (centres undefined)	1.1	-0.1	-0.7	2	2.9	1	4	9.3	0.6	4	2.0
COc1ccc(CCN2CCCC(CN(C)Cc3cc(OC)ccc3OC)C2)cc1 (centres undefined)	0.9	-0.9	0.5	-4	-1.1	-6	-2	0.3	0.0	-18	0.4
C=C(C)C(O)CC/C(C)=C/Cc1c(O)ccc(C(=O)/C=C/c2ccc(O)cc2)c1O (centres undefined)	-4.0	-2.1	-0.4	5	-6.0	10	-1	-5.3	-0.8	-2	-1.5
Cc1ccc(C(c2c(C)nn(-c3ccccc3)c2N)c2c(C)nn(-c3ccccc3)c2N)cc1	-0.2	-0.6	-2.8	3	0.7	-3	-2	3.0	0.3	5	-0.6
COc1ccc(C(C)C)cc1S(=O)(=O)Nc1ccc(Cl)cn1	-0.7	-0.8	1.3	-3	0.1	8	-2	2.4	1.0	4	0.7
COc1cccc(CNC(=O)CCNS(=O)(=O)c2ccc3c(c2)oc(=O)n3C)c1	-2.3	-0.8	-1.6	-1	1.7	8	-3	0.2	-0.3	3	0.7
CCN1CCN(c2ccc(S(=O)(=O)N3CCCCC3)cc2NC(=O)COc2ccc(Cl)cc2)CC1	1.5	-1.2	-2.0	-1	-1.0	4	-2	-1.0	-1.3	-4	2.2
COc1cccc(CNCc2ccc(C(=O)O)cc2)c1OC	-0.5	-1.1	0.3	-5	0.4	-4	1	-3.2	0.4	0	2.1
CCC(C)C(NC(N)=O)C(=O)Nc1ccc(C(=O)OC)cc1 (centres undefined)	-0.6	-1.5	-0.9	5	0.7	3	-4	4.2	1.3	5	4.4*
O=C(O)C(=O)/C(=C\c1ccccc1)c1ccc2ccccc2n1	19*	3.3*	1.3	-12	3.5	-44	8	17*	4.5*	3	3.0
O=C(COCc1nc2ccccc2c(=O)[nH]1)NCC1CCCCC1	-2.5	-1.5	0.7	-3	0.5	1	-1	-2.3	-0.4	-4	0.6
Cc1cccc(OCCSCc2nc3ccccc3[nH]2)c1	0.2	-0.5	-1.0	-3	0.0	3	0	-0.3	-0.6	10	1.5
COc1ccccc1NC(=O)Nc1cc(NC(=O)Nc2ccccc2OC)c(C)nc1C	0.5	-0.8	0.5	-1	0.2	-1	1	1.8	0.4	-2	1.0
Cc1cc(OCC(=O)NCc2cccnc2)c2c(C)c(Cc3ccccc3)c(=O)oc2c1	-0.9	-0.6	-0.5	-16	-2.8	-44	-4	-2.5	1.1	6	-0.7
Cc1ccc(N2C(=O)N(CC(=O)N3CCc4ccccc43)C(=O)C2C)cc1 (centres undefined)	1.9	-1.5	-1.3	-3	0.5	-9	-1	3.3	0.4	-1	1.6
COc1ccc(Cl)cc1NC(=O)CCCN1C(=O)CCC1=O	0.8	-0.8	-2.9	0	-0.4	-1	-1	3.1	0.7	5	0.2
CCOC(=O)c1ccc(NC(=S)N(CCCN2CCCC2)Cc2cccs2)cc1	-0.6	-2.2	-1.9	-3	3.1	0	-3	-0.8	0.8	3	-0.3

Arranged by the number under NPR1 activator (descending): some entries from above.
Molecule | hcDAF12 agonist | ssDAF12 agonist | PG9 Ab binder | ADAM17 inh | ADAM10 inh | SMARCA2 activ | DAX1 inh-2 | NPR1 activator | DAX1 inh-1
CCCCN(C)C(=O)c1cn(C(C)c2ccccc2)nn1 (centres undefined) | -0.5 | -1.4 | . | -3 | -7 | -4 | 0.1 | 1 | .
COCCNc1nnc(SCC(=O)N(C)c2c(N)n(Cc3ccccc3)c(=O)[nH]c2=O)s1 | 1.0 | -0.4 | -0.6 | -4 | -13 | -1 | 0.1 | -1 | 1.1
COc1ccc(C(=O)C/C(=C\C(=O)c2ccc(C)cc2)c2ccccc2)cc1 | -1.3 | -1.1 | 0.4 | -2 | -11 | -2 | 0.0 | -2 | -0.2

High-throughput results deposited in PubChem BioAssay by several laboratories.
